Screening data: PubChem BioAssay, ICCB-Longwood Screening Facility, Harvard Medical School
Polio RdRp inh = poliovirus RdRp elongation inhibitors, primary screen, biochemical, fluorescence polarization, total intensity; % elongation, % (compound at 16.7 µg/mL); Genome polyprotein (Poliovirus type 1 (strain Mahoney)), P03300; poliovirus polymerase elongation; active compounds read low; 150,000 compounds, 0.66% hits; in the data active = % elongation below about 90%; also: some results filed as inactive read as strong as hits
Target sequence (P03300 1749-2209 limits assumed): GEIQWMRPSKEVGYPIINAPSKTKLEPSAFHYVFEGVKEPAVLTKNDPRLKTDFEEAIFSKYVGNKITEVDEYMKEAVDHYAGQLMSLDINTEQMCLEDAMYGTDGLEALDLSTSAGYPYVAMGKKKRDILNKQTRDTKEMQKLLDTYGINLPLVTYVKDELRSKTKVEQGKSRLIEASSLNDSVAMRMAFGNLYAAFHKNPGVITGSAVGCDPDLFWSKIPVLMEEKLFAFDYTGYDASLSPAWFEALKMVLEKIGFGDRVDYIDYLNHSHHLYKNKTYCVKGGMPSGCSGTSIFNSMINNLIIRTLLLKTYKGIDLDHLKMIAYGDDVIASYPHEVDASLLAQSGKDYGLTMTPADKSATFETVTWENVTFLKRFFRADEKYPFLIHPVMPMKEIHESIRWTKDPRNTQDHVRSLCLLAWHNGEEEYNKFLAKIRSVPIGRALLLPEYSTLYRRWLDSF
Polio RdRp inh FP z-score = also measured in Polio RdRp inh; calls as there; z-score; measured here: FP z-score; hits read low
Starred values were filed as active, the others as inactive; & = joins results of further samples.

Molecule | Polio RdRp inh | Polio RdRp inh FP z-score
Cc1ccc(CNC(=O)c2cc(=O)[nH]c3ccc(S(=O)(=O)N4CCOCC4)cc23)cc1 | 102 | 0.1
CCOC(CNc1nc(C)nc2sc3c(c12)CCCC3)OCC | 98 | -2
OCC1(CO)CSC(Nc2ccc(F)cc2)=N1 | 99 | -0.5
O=C1c2ccccc2-c2nc3ncnn3c(-c3ccccc3Cl)c21 | 91 | -2.8
COc1ccc(-c2cc(C(=O)OCC(=O)N(C)C)c3ccccc3n2)cc1 | 100 | -0.3
CC1CCC(NC(=O)C2CCCN2S(=O)(=O)c2ccc3c(c2)n(C)c(=O)c(=O)n3C)CC1 (configuration not stated) | 102 | 0.7
CC(=O)O[C@H]1C(=O)[C@@]2(C)C([C@H](OC(=O)c3ccccc3)[C@]3(O)C[C@H](O)C(C)=C1C3(C)C)[C@]1(OC(C)=O)CO[C@@H]1C[C@@H]2O (some centres not stated) | 100 | 0.3
CCn1ccc2c(OCC(=O)Nc3ccccc3C(F)(F)F)cccc2c1=O | 108 | 0.4
CCOc1ccc(OCC)c(Nc2nc3ccccc3n3nnnc23)c1 | 106 | -0.5
Cc1nccc(-c2nn(-c3ccc(F)cc3)ccc2=O)n1 | 108 | 1
Cc1cc(C)c2nc(N3CCC(C(=O)N4CC(C)CC(C)C4)CC3)sc2c1 (configuration not stated) | 103 | 0.3
Cc1ccc(-c2[nH]ncc2CN(C)Cc2ccccc2)cc1 | 100 | -0.4
Cn1c(=NC(=O)c2nc3ccccc3s2)sc2cc(S(C)(=O)=O)ccc21 | 101 | -0.1
O=C(OCC1CCCN2CCCCC12)c1ccc(F)c(F)c1 (configuration not stated) | 105 | 0.2
COc1ccc(C(=O)NC(=Nc2c(C)cccc2C)SC)cc1 | 106 | 0.6
COC(=O)c1ccc(-n2nc(SC)sc2=S)cc1 | 105 | 0.3
O=C(COc1ccccc1)N(Cc1cccnc1)c1nc2ccc(F)cc2s1 | 112 | 1
Cc1cc(C)n2nc(C(=O)NC(C)(C)C)nc2n1 | 108 | 0.7
CCCN1C[C@H](CSC)C[C@@H]2c3cccc4[nH]cc(c34)C[C@H]21 | 101&102 | 0.3&0.4
O=C(NCC(c1ccccc1)c1ccccc1)c1nn(-c2ccccc2F)nc1CO | 112 | 1.2
CC1CC(C)CN(C(=O)c2ccc(CSc3nc4ccncc4n3Cc3ccc(F)cc3)cc2)C1 (configuration not stated) | 107 | 2.1
CC1(C(=O)O)CC(C)(C(=O)O)CC(C)(C(=O)O)C1 (configuration not stated) | 104 | 0.9
Cc1c(NS(C)(=O)=O)cccc1-c1nc2ccccc2s1 | 102 | -0.3
COc1cccc(C(=O)Nc2cccc(C(=O)OCc3cc(=O)n4nc(C5CC5)sc4n3)c2)c1 | 102 | -1.1
O=S(=O)(CCO/N=C/c1cccs1)c1ccc(Cl)cc1 | 98 | -1.3
CN1C(=O)/C(=C\c2ccc(-c3ccc(S(N)(=O)=O)cc3)o2)c2ccccc21 | 104 | 0.2
Cc1ccc(CNC(=O)NCc2noc3ccc(C)cc23)cc1 | 111 | 0.6
Nc1ncnc2c1ncn2CC(O)CO (configuration not stated) | 101 | -0.1
O=c1c2ccccc2nnn1CSc1nnc2ccccn12 | 107 | 0.4
COc1cccc(C(=O)NC2CCCC2)c1 | 102 | 0.3
Cc1cccc(-n2c(Cn3ccc(C)n3)n[nH]c2=S)c1 | 104 | 0.5
COc1cccc(NC(=O)/C(C#N)=C2\SCC(=O)N2c2ccc(C)cc2)c1 | 111 | 1.2
Nc1ccccc1C(=O)NCC(F)(F)F | 106 | 0.5
CS(=O)(=O)N(CC(=O)N1CCCCC1)c1sc2c(c1C#N)CCCC2 | 102 | 0.1
O=C(NO)c1ccccc1 | 103 | 0.4
COc1ccc(Br)cc1C(=O)Nc1ccc2oc(-c3cccnc3)nc2c1 | 103 | -0.4
O=C(NCCCN1CCN(Cc2ccccc2)CC1)c1cn2cc(C(F)(F)F)cc(Cl)c2n1 | 104 | -0.2
O=C(COc1ccc(/C=N/NS(=O)(=O)c2ccccc2)cc1)N1CCOCC1 | 100 | 0
Cc1ccc(S)cc1C | 101 | 0
CCOC(=O)Cn1nnnc1CN(Cc1cc2c(C)ccc(C)c2[nH]c1=O)C1CCCCC1 | 99 | -1
c1ccc(CN2CCCN(c3nc4c(c(NCCN5CCOCC5)n3)CCCC4)CC2)cc1 | 101 | -0.3
Oc1ccc2ccccc2c1CN1CCN(Cc2ccc3c(c2)OCO3)CC1 | 105 | 0.3
Cc1oc(-c2ccc(C(=O)NCCN3CCOCC3)cc2)nc1CSc1ccccc1 | 100 | -1.2
O=C(CCC1CCCCC1)Nc1ncn[nH]1 | 103 | 0.4
Cc1ccc(-n2ncc3c(NCc4ccccc4)ncnc32)cc1Cl | 107 | 0
Cc1oc(-c2ccc(C(=O)Nc3ccc(F)cc3F)cc2)nc1COc1ccccc1 | 108 | 0.1
CC(C)(C)NC(=O)c1cccc2c1C(=O)N(C1CCCCC1)C2 | 102 | 0.5
Cc1ccccc1NC(=O)Cn1nc(-c2ccccc2)nc(Cc2ccccc2)c1=O | 108 | 0.4
CCOC(=O)c1ccc2nc(NC(=O)CSc3nc(C)cc(=O)[nH]3)sc2c1 | 101 | -0.3
O=C(Cn1ncc2c([nH]c3ccccc32)c1=O)NC1CCCC1 | 102 | -0.4
COc1ccc2oc(=O)c(C(=O)NCCO)cc2c1 | 101 | 0
CCOC(=O)C/C(C)=N/c1ncn(-c2ccc(OC)cc2)c1C(=O)c1ccccc1 | 98 | -0.4
COc1ccc(OC)c(CNC(=O)c2c(C)oc3ncn(CC(C)C)c(=O)c23)c1 | 106 | -0.2
C=CCNC(=O)c1cnn2c(C(F)(F)F)cc(-c3cccs3)nc12 | 109 | 0.6
COc1cc2ccccc2cc1C(=O)Nc1ccc2oc(-c3cccc(Cl)c3Cl)nc2c1 | 103 | 0
CCOC(=O)N1CCN(C(=O)C2CCN(S(=O)(=O)N(CC)CC)CC2)CC1 | 100 | -0.8
COc1ccc(C=C2C(=O)OC(C)(C(C)(C)C)OC2=O)cc1 (configuration not stated) | 99 | -0.6
CC(=O)N1CCN(C(=O)C2(NC(=O)Nc3ccc(C)cc3)CCCCC2)CC1 | 106 | 1.2
CSc1nc(Nc2cccc(C(F)(F)F)c2)cc(C(F)(F)F)c1C#N | 104 | 0.1
O=C(CSc1nc2scc(-c3cccs3)c2c(=O)[nH]1)c1ccc[nH]1 | 113 | 1.6

Following part.
Molecule | Polio RdRp inh | Polio RdRp inh FP z-score
O=C(/C=C\c1ccc2c(c1)OCO2)NC1CC(=O)N(c2ccc(F)cc2)C1 (configuration not stated) | 108 | 0.3
O=C(NCCC1=CCCCC1)c1ccc2c(c1)OCCO2 | 102 | 0.7
O=C(Cn1c(=O)n(CCc2ccccc2)c(=O)c2c3c(sc21)CCCC3)Nc1ccc(F)c(F)c1 | 108 | 0.5
N#CC(=C(/N)Sc1ccccc1N)/C(C#N)=C(\N)Sc1ccccc1N | 103&102 | 0.6&0.3
CCOc1ccc(-c2nc(CSCC(=O)NC3CCCC3)c(C)o2)cc1 | 104 | 1.1
Cc1cc(NS(=O)(=O)c2ccc(NC(=S)NC(=O)c3ccccc3)cc2)no1 | 105 | 0.9
COc1cccc(NC(=S)N(Cc2ccccc2)Cc2ccc(C)o2)c1 | 102 | 0.2
Cc1ccc2oc(-c3cccc(N)c3)nc2c1 | 103 | 0.4
CCOC(=O)c1cnn2c1nc(N1CC(C)CC(C)C1)c1ccccc12 (configuration not stated) | 104 | 0.1
Cc1ccc2oc(-c3ccc(Cl)c(NC(=O)Cc4ccccc4)c3)nc2c1 | 101 | -1.2
N#CCC(=O)Nc1cccc2ccccc12 | 101 | -0.1
CC1(C)CC2CC(C)(CN2C(=O)COC(=O)c2cncc(Br)c2)C1 (configuration not stated) | 100 | -0.2
Cc1cccc(/C=C/c2onc(C)c2S(=O)(=O)N2CCC(C(=O)N3CCC(C)CC3)CC2)c1 | 100 | -0.8
O=C(CCc1nc2ccccc2c(=O)[nH]1)Nc1nccs1 | 100 | -0.3
CCCNC(=O)c1ccc2nc(N3CCCCC3)sc2c1 | 104 | 0.7
Cc1cccc(CC(=O)n2nc(C)cc2C)c1 | 100 | -1.2
O=C(Nc1ccc(Br)cc1F)N1CCC(CN2CCc3ccccc3C2)CC1 | 112 | 0.4
CCc1cccc(NC(=O)C2CCCN(S(=O)(=O)c3cccs3)C2)c1 (configuration not stated) | 105 | -0.2
Cc1ccccc1NC(=O)c1ccccc1NC(=O)c1ccccc1 | 102 | 0.1
CS/C(=N/S(=O)(=O)c1ccccc1)N1CCN(c2c(C#N)cccc2C#N)CC1 | 101 | -0.2

Part of the list above, reformatted.
Values run as follows: Polio RdRp inh	Polio RdRp inh FP z-score
O=C(Cn1c(=O)n(CCc2ccccc2)c(=O)c2c3c(sc21)CCCC3)Nc1ccc(F)c(F)c1
 : 108	0.5
N#CC(=C(/N)Sc1ccccc1N)/C(C#N)=C(\N)Sc1ccccc1N
 : 103&102	0.6&0.3
CCOc1ccc(-c2nc(CSCC(=O)NC3CCCC3)c(C)o2)cc1
 : 104	1.1
Cc1cc(NS(=O)(=O)c2ccc(NC(=S)NC(=O)c3ccccc3)cc2)no1
 : 105	0.9
COc1cccc(NC(=S)N(Cc2ccccc2)Cc2ccc(C)o2)c1
 : 102	0.2
Cc1ccc2oc(-c3cccc(N)c3)nc2c1
 : 103	0.4

(next part)
Molecule | Polio RdRp inh | Polio RdRp inh FP z-score
COc1nc(Nc2ccc(C)cc2)nc(N2CCC(C)CC2)n1 | 101 | 0.3
COc1ccc(NC(=O)CSc2nc(-c3ccco3)cc(C(F)(F)F)n2)cc1 | 101 | -0.6
O=C(C1COc2ccccc2O1)N(Cc1ccc2c(c1)OCO2)C1CCCC1 (configuration not stated) | 100 | -0.3
CC(C)CC(=O)N1CCN(Cc2ccccc2)CC1 | 99 | -0.2
CCN1C(=O)CS/C1=N\S(=O)(=O)c1ccccc1 | 102 | -0.1
Cc1ccc(-c2nc(C#N)c(N(C)C)o2)cc1 | 109 | 0.9
Cc1nn(-c2ccccc2)c2sc(C(=O)NN=C3CCCC3)cc12 | 102 | 0.1
CCCCSC1=C(C#N)C(=O)NC(C(C)C)S1 (configuration not stated) | 100 | 0.1
COc1ccc(C(=O)CN2C(=O)N(c3cc(C)cc(C)c3)S(=O)(=O)c3ccccc32)cc1 | 99 | -1.8
Cc1ccc(C)c(Nc2cc(C(=O)NC3CCCC3)c3ccccc3n2)c1 | 102 | -1.9
Cc1nnc(N2CCN(c3cccc(Cl)c3)CC2)c2c1nnn2Cc1ccc(F)cc1 | 110 | 0.9
CCN1CCN(c2cc3c(cc2F)c(=O)c(S(=O)(=O)c2ccc(OC)cc2)cn3C)CC1 | 102 | 0.4
COc1ccc(-c2nsc(NC(=O)c3ccccc3Br)n2)cc1 | 103 | -0.7
COC(=O)COc1ccccc1C(=O)OC | 99 | -1.1
C=C(C)Cc1c(C)nc(-c2ccc(Cl)cc2)nc1OC(=S)N(CC)CC | 108 | 0.8
Cn1c(SCC(=O)N2CCCc3ccccc32)ncc(C(=O)Nc2ccccc2)c1=O | 111 | 0.9
Cc1nnc(NCc2ccc(F)cc2)c2c1nnn2Cc1ccccc1Cl | 109 | 0.5
COC(=O)c1ccccc1NC(=O)CSc1nc2sc3c(c2c(=O)[nH]1)CCCC3 | 97 | -1.2
Cc1noc(C)c1CSc1nc2sc(C)c(C)c2c(=O)n1C1CCCC1 | 103 | 0.1
O=S(=O)(/C=C/c1ccccc1)N1CCN(C(=S)NCC2CCCO2)CC1 (configuration not stated) | 103 | 0.1
O=C(c1cc2nc(-c3ccco3)cc(C(F)(F)F)n2n1)N(Cc1ccccc1)Cc1ccccc1 | 106 | 0.3
CCc1nn(CC(=O)NC(C)c2ccccc2)c(=O)c2cc3sccc3n12 (configuration not stated) | 106 | -0.2
Cc1ccc(-n2c(/C=C/c3c(C)n(C)c4ccccc34)nc3ccccc3c2=O)cc1 | 107 | 0.5
Cc1ccc(S(=O)(=O)c2nc(-c3cccs3)oc2SC(C)c2ccccc2)cc1 (configuration not stated) | 109 | 1.4
CCCN(Cc1nnc(-c2ccco2)o1)C(=O)C1CCN(c2ncc(C(F)(F)F)cc2Cl)CC1 | 106 | 0.6
COc1ccccc1NC(=O)C1=C(C)Nc2ncnn2C1c1ccccc1C(=O)O (configuration not stated) | 104 | 0
Cc1ccc(-c2nc3sc(CCNC(=O)c4ccc(C)c(C)c4)c(C)n3n2)cc1 | 105 | -0.5
CCOC(=O)N1CCC(NC(=O)c2sc3nc4n(c(=O)c3c2C)CCCC4)CC1 | 102 | 0.2
CCCOC(=O)c1cc(-c2ccc(/C=C3\C(=O)N(CCO)C(=O)C(C#N)=C3C)o2)ccc1Cl | 101 | 0.1
O=c1c(Oc2ccccc2F)coc2cc(O)ccc12 | 101 | 0.1
Cc1c(CNC2CCCCC2)c(C(=O)O)c(C)n1Cc1ccc(Cl)cc1 | 104 | -0.4
O=C(CN1C(=O)CCc2ccccc21)NCCN1CCN(c2ccccc2F)CC1 | 99 | -1.8
Cc1cc(C)cc(N(CC(=O)Nc2ccc(C)cc2Cl)S(=O)(=O)c2c(C)[nH]c(=O)[nH]c2=O)c1 | 107 | 0.7
COC(=O)c1cc2sccc2n1CC(=O)Nc1ccc(C(C)C)cc1 | 104 | 0.5
O=C(NCc1ccc2c(c1)OCO2)C1CCC(=O)N1CCc1ccccc1 (configuration not stated) | 101 | 0.1
Cc1cc(=O)[nH]c2nnc(SCc3c(F)cccc3Cl)n12 | 99 | -1.6
COc1ccc(CNC(=O)C(C)n2nc(C)c3c(C)n(-c4ccccc4)nc3c2=O)c(OC)c1 (configuration not stated) | 111 | 0.6
COc1ccc(Br)c(C(=O)Nc2cc3c(cc2N2CCOCC2)n(C)c(=O)n3C)c1 | 104 | -0.3
CC(Oc1ccc(-c2nnco2)cc1)C(=O)Nc1cccc2ccccc12 (configuration not stated) | 105 | 0.4
CC(CCc1ccccc1)NC(=O)CN1CCN(Cc2ccccc2)C1=O (configuration not stated) | 97 | -1.1

These rows are one share of the data. The share of hits here may be higher or lower than overall.
